# Screening data deposited in PubChem BioAssay by PCMD.
# Ec RNAP inh: inhibitors of Escherichia coli RNA polymerase. P0A8V2. E. coli RNA polymerase, fluorescence transcription assay. hit rate 0.2% among 62,000. inhibition, %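 (tested at 10 µM)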; in the data active = inhibition above about 20%;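 also: 0% = enzyme without compound and 100% = no enzyme blank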
# CatS block: inhibitors of human cathepsin S | recombinant cathepsin S, AMC dipeptide fluorescence, pooled mixtures | P25774 | hit rate 0.06% among 62,000 | AID 501 | inhibition, %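 (tested at 5 µM per compound within 10-compound mixtures)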; in the data active = inhibition above about 32%, passing the limit was not always enough;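 also: 0% = enzyme without compound and 100% = blank without enzyme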
# Target sequence (P25774 115-331 limits assumed): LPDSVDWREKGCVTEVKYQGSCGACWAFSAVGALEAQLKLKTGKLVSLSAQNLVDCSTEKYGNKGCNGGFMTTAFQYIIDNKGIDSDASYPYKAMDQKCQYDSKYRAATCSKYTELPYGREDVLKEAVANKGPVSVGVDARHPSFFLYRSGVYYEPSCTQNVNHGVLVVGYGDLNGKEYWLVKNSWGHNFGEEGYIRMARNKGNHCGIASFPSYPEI
# FXIa inh mix: factor XIa (human) inhibition, mixture screen; purified FXIa, fluorogenic substrate, pooled mixtures; inhibition, % at 5 µM; AID 680; hit rate 0.19% among 62,000; in the data active = inhibition above about 20%, passing the limit was not always enough;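 also: each value is inhibition by a whole ten-compound pool holding the compound; 0% = enzyme with no mixture and 100% = wells lacking enzyme; strong numbers were not always called active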
# Target sequence (P03951 19-387 limits assumed): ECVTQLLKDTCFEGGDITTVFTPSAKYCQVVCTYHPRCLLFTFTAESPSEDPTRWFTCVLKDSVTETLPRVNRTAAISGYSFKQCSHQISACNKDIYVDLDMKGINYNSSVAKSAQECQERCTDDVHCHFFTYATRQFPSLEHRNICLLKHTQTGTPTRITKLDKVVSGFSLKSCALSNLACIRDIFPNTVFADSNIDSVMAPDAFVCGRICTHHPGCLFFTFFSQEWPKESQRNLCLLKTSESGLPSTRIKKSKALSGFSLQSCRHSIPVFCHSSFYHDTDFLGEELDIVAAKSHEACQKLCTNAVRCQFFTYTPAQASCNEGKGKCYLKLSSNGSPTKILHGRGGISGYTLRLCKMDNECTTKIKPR
# Target sequence (P03951 388-625 limits assumed): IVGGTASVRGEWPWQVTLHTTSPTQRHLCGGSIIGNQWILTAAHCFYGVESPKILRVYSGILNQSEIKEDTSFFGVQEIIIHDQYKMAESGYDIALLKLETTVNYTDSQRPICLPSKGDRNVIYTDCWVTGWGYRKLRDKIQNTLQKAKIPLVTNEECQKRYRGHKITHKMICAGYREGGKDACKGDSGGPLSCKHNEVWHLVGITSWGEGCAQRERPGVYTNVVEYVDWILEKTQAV
# CatL inh: blocks human cathepsin L protease activity; purified cathepsin L, fluorogenic substrate, fluorescence; hit rate 0.17% among 58,000; AID 460; inhibition, %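 (tested at 10 µM)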; in the data active = inhibition above about 45%;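 also: 0% = enzyme with no compound and 100% = no enzyme blank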
# Target sequence (P07711 114-288 limits assumed): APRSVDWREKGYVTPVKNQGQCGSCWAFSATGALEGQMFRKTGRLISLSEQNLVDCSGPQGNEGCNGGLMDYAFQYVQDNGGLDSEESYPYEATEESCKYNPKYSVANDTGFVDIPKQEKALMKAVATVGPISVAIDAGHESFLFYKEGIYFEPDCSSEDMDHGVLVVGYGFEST
# Target sequence (P07711 292-333 limits assumed): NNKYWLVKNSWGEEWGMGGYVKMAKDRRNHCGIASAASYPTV
# CatB mixtures: inhibitors of human cathepsin B in compound mixtures | inhibition, %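 (ten-compound pools at 5 µM per compound and 50 µM total)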 | hit rate 0.06% among 62,000 | Purified cathepsin B, AMC dipeptide fluorescence | P07858; in the data active = inhibition above about 22%, passing the limit was not always enough;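 also: 0% = enzyme without compound and 100% = no enzyme blank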
# CatG inh: inhibitors of human cathepsin G. inhibition, % at 5 µM (by protocol). P08311. purified enzyme, AMC-tetrapeptide fluorescence, pooled mixtures. hit rate 0.2% among 62,000;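 active = inhibition above 20% in each of the two mixture wells holding the compound; inactive = inhibition of 20% or less in either well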;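 also: 0% = enzyme control without mixture and 100% = blank lacking enzyme; strong numbers were not always called active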
# C1s block: human complement C1s inhibition. P09871. mean inhibition % of two 10-compound mixtures (stronger effect = higher value), % at 5 µM (by protocol). AID 538. hit rate 0.16% among 62,000. purified C1s, fluorogenic AMC substrate, pooled mixtures;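 active = inhibition above 20% in each of the two 10-compound mixture wells holding the compound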;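 also: 0% = enzyme wells lacking compound mixture and 100% = no-enzyme blank wells; some compounds called inactive have numbers as strong as hits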
# CatB inh: inhibitors of human cathepsin B | P07858 | purified cathepsin B, fluorogenic substrate, fluorescence | inhibition, %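 (tested at 10 µM)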 | hit rate 0.1% among 63,000 | AID 453; in the data active = inhibition above about 21%;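 also: 0% = enzyme with no compound and 100% = no enzyme blank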
# AP complement: alternative pathway complement inhibition, orthogonal assay; Human serum alternative complement pathway, LPS-coated ELISA, C3 deposition; tested in compound mixtures; inhibition, % at 5 µM; hit rate 0.08% among 62,000; AID 1235;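 active = inhibition above 30% in each of the two pooled mixtures holding the compound, so the lower value exceeds 30%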;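 also: 0% = serum in Mg-EGTA without compound and 100% = EDTA serum blank; some compounds past the cut are filed as inactive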
#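 Assay system: human serum alternative complement pathway, C3 deposition on LPS-coated wells; Dosing: 5 µM per compound in ten-compound mixtures; Detection: Anti-C3 ELISA, OD 450 nm; Buffer or medium: Mg2+-EGTA GVB++ buffer containing human serum at 1:15 dilution; Timing: 1 h at 37 °C; Replication: two different pools per compound.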
# Active calls of the source: *; / = no result given.
SMILES,Ec RNAP inh,CatS block,FXIa inh mix,CatL inh,CatB mixtures,CatG inh,C1s block,CatB inh,AP complement
Cc1ccc(-c2nnn(CC(=O)N3CCN(c4nc5ccccc5s4)CC3)n2)cc1,14,19,3,0,4,12,12,4,-2
CC1CCCN(S(=O)(=O)c2ccc(C(=O)Nc3nnc(-c4ccccc4Cl)o3)cc2)C1 (centres undefined),9,12,19,13,5,13,12,7,-1
O=C(NC1CCS(=O)(=O)C1)c1ccccc1C(=O)c1ccccc1 (centres undefined),7,11,-6,5,-2,7,-11,17,5
O=C(NCc1ccco1)C1CCCN(S(=O)(=O)c2cccc3nonc23)C1 (centres undefined),0,0,2,-7,2,6,5,5,7
O=C(O)c1ccc(CSCc2ccco2)cc1,/,-4,2,1,5,0,-10,0,14
Cc1ccc(NC(=O)CS(=O)CC(=O)N(c2ccccc2)C(C)C(=O)NC2CCCC2)cc1 (centres undefined),0,-28,-36,-2,-12,-41,-118,6,-16
CC(CC(=O)O)NCC1COc2ccccc2O1 (centres undefined),-8,-2,0,-2,-1,-17,-19,1,-8
COc1cccc(-c2cc(C(F)(F)F)nc(N3CCCCC3)n2)c1,-6,-3,11,-5,-1,-5,-20,-2,2
COCCN1Cc2cccc(C(=O)Nc3ccc(C)c(C)c3)c2C1=O,3,-3,4,10,0,8,10,0,10
O=C(c1cc(-c2ccncc2)nc2ccccc12)N1CCN(c2ccc(N3CCOCC3)nn2)CC1,4,-14,-26,14,-11,-14,-201,4,7
COc1ccc(Cc2nnc(SCc3nc4ccccc4c(=O)[nH]3)o2)cc1,12,15,5,4,3,12,12,2,-2
CCOC(=O)Nc1ccc(S(=O)(=O)N2CCOCC2)cc1,1,0,5,3,3,-3,1,-4,14
O=C1CC(c2ccccc2)CN1Cc1ccccc1 (centres undefined),9,7,3,23,5,13,19,2,9
COc1cccc(C2CC(=O)Nc3c2c(=O)n(C)c(=O)n3C)c1OC (centres undefined),5,-6,-1,4,4,-37,2,1,1
CCn1cc(Br)c(-c2nc3ccccc3c(=O)n2N)n1,-1,7,8,4,6,8,15,2,12
COc1ccc(CCNC(=O)Cn2c(=O)cnc3ccccc32)cc1,6,-9,-7,2,-6,8,5,-2,11
COc1cc(-c2nnc3sc(-c4cccnc4)nn23)cc(OC)c1OC,-1,0,8,1,-4,4,4,-1,6
N#Cc1nc(COc2ccc(F)cc2)oc1N1CCN(Cc2ccccc2)CC1,4,-1,0,14,0,-8,-16,3,-15
COCCn1c(Cc2ccccc2)nnc1SCC(=O)N(C)C,5,1,6,-5,5,-1,-1,0,13
CCOC(=O)CN1Cc2cccc(C(=O)O)c2C1=O,0,-2,6,-7,0,8,13,-3,28
O=C(CSc1nnc(Cc2ccccc2)o1)NC1CC2CCC1C2 (centres undefined),3,8,0,15,0,3,3,3,-11
NC(=O)C1CCN(C(=O)Nc2ccccc2)CC1,-7,-2,2,-4,3,-11,-9,1,-17
O=C(CCCC(=O)N1CCCc2ccccc21)N1CCCc2ccccc21,1,-2,0,-7,3,10,15,0,15
COc1ccc(C(F)(F)F)cc1NC(=O)c1nc2nc(C)cc(C(F)F)n2n1,3,-8,3,11,-3,2,3,2,4
Cc1ccc(-c2nnn(CC(=O)Nc3ccc4nn(-c5ccccc5)nc4c3)n2)o1,10,6,-5,-5,-1,-11,-82,-2,9
Cc1oc(-c2ccccc2F)nc1CS(=O)(=O)CC(=O)NC1CCCC1,8,12,0,/,3,10,-12,2,15
Cc1ccc(NC2=NCC(=O)N2Cc2ccc3c(c2)OCO3)cc1,5,-1,0,7,4,11,18,-2,32
CCOC(=O)C1CCCCN1Cc1ccc(OC)c(OC)c1OC (centres undefined),/,1,1,6,6,11,10,4,15
CC(C)Oc1ccc(C2C(C(=O)c3ccco3)=C(O)C(=O)N2Cc2cccnc2)cc1 (centres undefined),-3,8,6,8,0,2,-10,-1,24
CCOc1ccc(S(=O)(=O)NCc2ccco2)c2ccccc12,3,-5,-3,3,-3,4,-18,0,9
CCCc1ccc(-c2ccc(C(=O)O)cc2)nc1,-3,1,-1,-7,-1,-9,-43,-3,-1
Clc1ccc(Cn2cc(Br)cn2)cc1Cl,9,1,-10,23,-3,-2,-12,1,0
O=C1C2CC=C(Cl)CC2C(=O)N1CCc1c[nH]c2ccccc12 (centres undefined),7,2,4,/,-2,5,6,-3,3
Cc1c(OCC(=O)OC(C)(C)C)ccc2c3c(c(=O)oc12)CCC3,-3,9,6,1,-2,1,-7,-1,20
Cc1cc(N2CCC(C)CC2)n2ncc(-c3ccccc3)c2n1,3,2,-2,-49,-3,-1,-7,-3,7
COc1ccccc1-c1cc(C(=O)Nc2cc(C)n(Cc3ccc(Cl)cc3)n2)no1,3,8,3,6,1,11,9,5,4
COc1ccc(OCC(=O)N2CCN(c3cccc(C(F)(F)F)c3)CC2)cc1,0,-12,3,11,2,8,11,5,8
CCSc1nnc(NC(=O)c2csc3c2CCCC3)s1,5,-2,7,5,2,8,6,7,17
O=C1c2ccccc2C(=O)N1CCCCSc1nnc(-c2ccc(OC(F)F)cc2)o1,7,10,4,1,1,6,-13,1,2
CCc1nnc(SCc2ccc(C(=O)OC)o2)n1N,2,0,2,-3,0,5,-16,-1,25
CCc1ccccc1N(CC(=O)N1CCN(c2ccccc2F)CC1)S(C)(=O)=O,3,0,9,7,-1,13,6,-3,4
O=C(NCC1CCS(=O)(=O)C1)NCC1CCS(=O)(=O)C1 (centres undefined),5,5,-12,12,34,-5,-14,6,4
COC(=O)NCc1ccc(CNC(=O)OC)cc1,2,8,2,-8,4,0,2,1,15
Cc1nn(Cc2ccccc2Cl)c(C)c1C(=O)NC1=NCCS1,-3,-22,8,-12,4,-1,6,-4,22
CCCCn1c(Cc2ccccc2)n[nH]c1=S,5,-2,-5,4,-1,-4,-10,3,-1

# Ordered by length of the SMILES (falling): three of the compounds above.
SMILES,Ec RNAP inh,CatS block,FXIa inh mix,CatL inh,CatB mixtures,CatG inh,C1s block,CatB inh,AP complement
CCc1ccccc1N(CC(=O)N1CCN(c2ccccc2F)CC1)S(C)(=O)=O,3,0,9,7,-1,13,6,-3,4
Cc1c(OCC(=O)OC(C)(C)C)ccc2c3c(c(=O)oc12)CCC3,-3,9,6,1,-2,1,-7,-1,20
COC(=O)NCc1ccc(CNC(=O)OC)cc1,2,8,2,-8,4,0,2,1,15

# Carrying on.
SMILES,Ec RNAP inh,CatS block,FXIa inh mix,CatL inh,CatB mixtures,CatG inh,C1s block,CatB inh,AP complement
CCc1cccc(NC(=O)c2ccc(Br)o2)c1,11,0,-2,17,2,-7,-60,-2,20
Cc1nc2nc[nH]c2cc1Br,9,1,2,7,3,13,18,2,9
COc1ccc(OC)c(-c2cc(C(=O)Nc3cccc(Cl)c3)no2)c1,6,21,1,-12,0,0,-14,-2,10
O=C(Nc1ccc(Cl)cn1)c1cccnc1,-3,0,3,4,8,-5,-8,2,-2
COc1cccc2c(=O)n(CC(=O)N3CCCc4ccccc43)ccc12,4,-3,7,-3,4,2,-11,-3,21
COc1ccc(OC)c(NC(=O)C2CCN(c3cc(-c4ccccc4)nc4ncnn34)CC2)c1,17,-9,8,-7,-3,1,1,-2,14
O=C(CSc1nc2ccccc2c(=O)n1Cc1ccco1)NCc1ccccc1,3,0,7,7,3,-14,16,-4,8
COc1ccc(Br)cc1S(=O)(=O)N1CC(C)OC(C)C1 (centres undefined),-1,0,0,-1,2,-6,-5,6,2
CC1=C(C(N)=O)C(c2cccnc2)n2nc(-c3cccc(Cl)c3)nc2N1 (centres undefined),1,2,2,4,3,-2,-28,-8,11
COc1ccc(CN(CCN(C)C)Cc2ccccc2)c(OC)c1,7,19,4,9,4,17,18,3,4
Cc1ccc2c(c1)NC(=O)C(CC(=O)NCc1ccc(F)cc1)O2 (centres undefined),-8,6,4,/,-2,-4,-17,-4,21
O=C(Nc1ccccc1)c1ccc(S(=O)(=O)N(CCO)CCO)cc1,10,15,6,-6,5,11,-3,2,-5
CCOC(=O)C1=C(CN2CCOCC2)NC(=O)NC1c1cc(C)ccc1C (centres undefined),-1,6,9,1,-1,6,2,-1,6
O=C(NCc1ccco1)C(c1cccs1)N(C(=O)Cc1cccs1)c1ccccc1 (centres undefined),-1,-6,-2,-7,2,7,5,4,15
COc1ccc(C2(O)CCN(C(=O)c3c(F)cccc3F)CC2)cc1,3,4,8,1,-4,4,-21,1,-6
Cc1ccc(SCc2[nH]nc3c2C(c2cccnc2)C(C#N)=C(N)O3)cc1 (centres undefined),5,14,4,1,5,-5,-5,8,-9
CCCS(=O)(=O)N1CCCC(C(=O)NCCCN2CCN(c3ccccc3F)CC2)C1 (centres undefined),6,6,2,6,0,1,2,-1,0
COc1ccc(-c2noc(CSc3nc(-c4ccccc4)cc(=O)[nH]3)n2)cc1OC,-6,-2,6,-2,-2,-13,-27,0,1
CCCOC(=O)CSc1nnc(-c2ccccc2Cl)o1,4,0,8,/,3,10,23,1,17
O=C(CCCn1c(=S)[nH]c2cc3c(cc2c1=O)OCO3)N1CCN(c2ccccn2)CC1,-2,3,6,7,4,-3,-3,2,10
CCOc1ccc(N2C(=O)CC(N3CCOCC3)C2=O)cc1 (centres undefined),-2,-10,5,-1,6,8,4,1,21
Cc1ccc(NC(=O)c2c(-c3c(F)cccc3Cl)noc2C)cc1F,5,-1,6,4,2,-2,1,1,6
CC(CCc1ccccc1)NC(=O)C1CCCN(C(=O)c2cc3sccc3n2C)C1 (centres undefined),0,-21,5,-8,-5,-13,-190,-2,18
COc1ccc(NC(=O)COC(=O)c2ccc(N3CCCC3=O)cc2)cc1OC,4,11,9,6,-1,5,-8,4,16
CCc1ccc2c(CN3CCN(S(=O)(=O)c4ccc5c(c4)OCCO5)CC3)cc(=O)oc2c1,-3,0,9,-4,1,-1,-4,3,5
Cn1c(=O)c2cc(S(=O)(=O)NCCC(=O)NC3CCCCCCC3)ccc2n(C)c1=O,2,14,0,18,0,1,0,0,5
O=C(NCCc1ccccc1)c1ccnc(/C=N/O)c1,12,17,4,-6,6,13,13,-1,5
Cc1cc(NC(=O)CCC(=O)N(c2ccc(F)cc2)C2(C(=O)NC3CCCCC3)CCCC2)no1,5,7,9,-4,2,8,15,1,8
CSc1oc(-c2ccco2)nc1S(=O)(=O)c1ccccc1,8,5,3,/,1,6,4,3,5
O=C(Cn1cnc2c(cnn2-c2ccc(F)cc2)c1=O)NCc1ccco1,5,9,1,12,-4,10,12,7,2
O=C(OCC(F)(F)C(F)F)c1ccccc1C(=O)Oc1ccc(F)cc1F,-9,0,6,-7,-6,-4,-8,-4,21
CCOC(=O)Nc1ccc2c(c1)N(C(=O)OCCN(C)C)c1ccccc1CC2,10,11,0,15,1,-1,14,1,2
CCN1C(=O)/C(=C2/C=CC=CN2C)OC1=S,10,-4,-2,23,-5,10,-6,-2,10
CSc1nc(C)cc(Oc2ccc(=O)n(C)n2)n1,4,-10,7,1,6,10,16,4,10
CCN(CC)C(=O)c1cccc(-c2ccc(OC)cc2)c1,1,-6,6,/,1,9,12,5,15
O=C(Nc1cccc(F)c1)c1ccc(S(=O)(=O)N2CCCC2)cc1,-3,17,1,/,0,0,-2,-4,15
CCOC(=O)N1CCN(C(=O)CN(C)S(=O)(=O)c2ccc3c(c2)C(C)(C)C(=O)N3C)CC1,2,-1,-10,0,0,-5,-48,-3,8

# 3 of the entries above in order of the AP complement value, high to low:
Structure | AP complement
O=C(OCC(F)(F)C(F)F)c1ccccc1C(=O)Oc1ccc(F)cc1F | 21
CCN1C(=O)/C(=C2/C=CC=CN2C)OC1=S | 10
CCOC(=O)N1CCN(C(=O)CN(C)S(=O)(=O)c2ccc3c(c2)C(C)(C)C(=O)N3C)CC1 | 8

# Some of the compounds tested; rates above refer to the full screens.
